# CHO parental Ca: counter-screen for OX1R antagonists: effect in parental CHO cells; 330,000 tested, 0.63% active; AID 463079; inhibition, % at 5.6 µM; parental CHO-K1, ATP-induced calcium, Fluo-8 fluorescence;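 active = inhibition above that plate's mean sample inhibition plus 3 SD, cut at about 26% in these data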;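 also: 0% = ATP-challenged DMSO wells and 100% = DMSO wells without ATP; some compounds past the cut are filed as inactive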
#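 Test system: untransfected parental CHO cell line. Compound: one dose, 5.6 µM nominal. Detection: intracellular calcium via Fluo-8 no-wash fluorescent dye. Measure: % inhibition. Benchmarks: ATP-challenged DMSO wells low, unchallenged DMSO wells high.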
# CHRM1 agonist: agonists of human M1 muscarinic receptor; 360,000 tested, 0.33% active; P11229; activation, % at 3 µM; AID 588814; CHO-K1 hM1, Fluo-8 calcium fluorescence, agonist mode; 0% DMSO, 100% acetylcholine EC100;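 active = activation above the run's mean compound activation plus 3 SD, cut at about 16% in these data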;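 also: peak over basal fluorescence ratio within a 140 s kinetic read after compound addition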
# Target sequence (P11229 whole entry, looked up): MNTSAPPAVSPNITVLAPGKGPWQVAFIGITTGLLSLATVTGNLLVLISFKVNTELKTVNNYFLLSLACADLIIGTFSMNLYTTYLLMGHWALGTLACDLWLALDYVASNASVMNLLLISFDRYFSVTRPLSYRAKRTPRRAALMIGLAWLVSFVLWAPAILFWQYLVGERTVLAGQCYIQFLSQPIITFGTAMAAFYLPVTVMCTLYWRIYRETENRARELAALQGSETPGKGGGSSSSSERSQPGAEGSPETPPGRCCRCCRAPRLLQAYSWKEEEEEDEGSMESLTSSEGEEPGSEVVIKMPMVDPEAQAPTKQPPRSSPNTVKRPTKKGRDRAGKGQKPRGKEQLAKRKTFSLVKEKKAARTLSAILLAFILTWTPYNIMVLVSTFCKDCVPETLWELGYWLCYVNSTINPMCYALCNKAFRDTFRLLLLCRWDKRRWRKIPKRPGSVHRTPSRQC
# OXTR potentiator: human OXTR potentiation; P30559; CHO-OTR cells, Fluo-8 calcium fluorescence, potentiator mode; 0% = oxytocin EC15, 100% = EC100; activation, % at 3 µM; 320,000 tested, 0.061% active; AID 2445;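 active = activation above that plate's cutoff, the mean activation of tested compounds plus 3 SD, cut at about 6.6% in these data, passing the limit was not always enough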;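 also: 100% uses oxytocin at 75 nM as the full agonist control; some results filed as inactive read as strong as hits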
# Target sequence (P30559 whole entry, looked up): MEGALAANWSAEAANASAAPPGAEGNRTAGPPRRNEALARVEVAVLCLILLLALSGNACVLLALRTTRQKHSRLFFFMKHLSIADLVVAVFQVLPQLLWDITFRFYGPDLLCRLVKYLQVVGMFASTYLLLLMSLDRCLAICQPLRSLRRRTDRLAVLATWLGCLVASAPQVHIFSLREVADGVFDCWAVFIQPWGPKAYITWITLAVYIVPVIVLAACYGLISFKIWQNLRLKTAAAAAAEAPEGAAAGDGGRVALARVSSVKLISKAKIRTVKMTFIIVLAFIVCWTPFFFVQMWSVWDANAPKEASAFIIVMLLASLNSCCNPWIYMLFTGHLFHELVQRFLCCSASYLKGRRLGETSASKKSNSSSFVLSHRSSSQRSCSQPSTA
#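 assay system = CHO-OTR cells, human receptor | schedule = compound 6 min at room temperature before oxytocin, 100 s read | detection = Fluo-8 intracellular calcium fluorescence, ex 470-495, em 515-575 nm | evaluation = normalized max/min fluorescence ratio, % activation | control set = EC15 oxytocin alone as 0%, 75 nM oxytocin (EC100) as 100%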
# M1 antag: antagonists of human M1 muscarinic receptor; P11229; CHO-K1 hM1, Fluo-8 calcium fluorescence, ACh EC80 antagonist; inhibition, % at 3 µM; 360,000 tested, 1.3% active;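 active = percent inhibition above its own plate's cutoff, namely the mean of that plate's compound wells plus 3 SD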;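 also: peak over basal fluorescence ratio during 140 s after agonist addition; 0% = ACh EC80 plus DMSO and 100% = DMSO alone without agonist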
# CHO-K1 Ca antag: nonselective inhibitor or artifact in parental CHO-K1 cells. AID 602250. inhibition, % at 3 µM. ATP-induced calcium, Fluo-8 fluorescence. 360,000 tested, 0.6% active;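 active = inhibition above a per-plate cutoff, the plate's mean sample inhibition plus 3 SD, cut at about 24% in these data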;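 also: 0% = DMSO plus EC80 ATP and 100% = DMSO alone without ATP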
# M4 antag: antagonists of human muscarinic M4 receptor (CHRM4) | CHO-hM4 cells, ACh EC80, Fluo-8 calcium fluorescence | P08173 | 360,000 tested, 0.73% active | inhibition, % at 3 µM | AID 624125;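 active = inhibition above its plate's cutoff, the mean inhibition of sample wells plus 3 SD, cut at about 27% in these data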;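 also: 0% = acetylcholine EC80 with DMSO and 100% = DMSO without agonist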
# M4 ag: CHRM4 agonism in calcium assay. P08173. CHO-K1 hM4/Gqi5, Fluo-8 calcium fluorescence; vehicle 0%, full acetylcholine response 100%. activation, % at 3 µM. 360,000 tested, 0.14% active;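 active = activation above the run mean over all test wells plus 3 SD, cut at about 32% in these data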;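 also: peak over basal fluorescence ratio per well then scaled between controls; 0% = DMSO wells and 100% = acetylcholine at EC100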
# CHRM1 PAM: potentiates human M1 receptor response to acetylcholine; AID 588819; 360,000 tested, 0.088% active; CHO-K1 hM1, Fluo-8 calcium fluorescence, ACh EC20; 0% = ACh EC20, 100% = maximal ACh; P11229; activation, % at 3 µM; in the data active = activation above about 19%, passing the limit was not always enough
# CHO-K1 Ca ag: counter-screen for M1 agonists: effect in parental CHO-K1 cells; Fluo-8 calcium fluorescence; scaled to maximal ATP response, vehicle zero; activation, % at 3 µM; 360,000 tested, 0.48% active; in the data active = activation above about 15%;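 also: untransfected CHO-K1 host cells lacking M1 receptor as counterscreen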
# * hit, by the source's call; . = no result given; & = joins results of further samples.
SMILES,CHO parental Ca,CHRM1 agonist,OXTR potentiator,M1 antag,CHO-K1 Ca antag,M4 antag,M4 ag,CHRM1 PAM,CHO-K1 Ca ag
Cc1ccc(S(=O)(=O)NCC(NCc2ccc(F)cc2)c2ccccc2)cc1 (stereo not drawn),.,-5,.,7,-2,4,0,-4,-0.2
CCCCCC(=O)N1C[C@H](O)[C@@H](n2cc(-c3ccc(F)cc3)nn2)C[C@@H]1c1ccccc1,.,-4,.,-7,1,-5,1,5,-0.2
CCOC(=O)c1cc(-c2ccc(C)o2)n[nH]1,1,-4,2,3,4,-7,1,-1,-0.3
CN[C@@H](C)C(=O)NC[C@H]1O[C@@H](n2cnc3c(N)ncnc32)[C@H](O)[C@@H]1O,5,-2,.,-7,8,0,0,6,2.9
CC(C)(C)S(=O)(=O)c1cnc(N2CCCC2)nc1N,-7,-3,0,-20,-23,-13,0,8,0.9
N#C/C(=N\Nc1ccc(S(=O)(=O)N2CCCCCC2)cc1)C(N)=S,-5,-1,-17,1,4,-5,12,-9,8.4
CC(=O)N1CCN(S(=O)(=O)c2cccc(C(=O)NC3CC3)c2)CC1,-7,0,-1,-11,-8,-8,1,15,1.6
O=C(CC1C(=O)NCCN1Cc1ccc(F)cc1)NCCCn1cccn1 (stereo not drawn),-2,-3,2,2,2,-5,0,-4,-0.1
O=C(/C=C/c1cccc(Br)c1)OCC(=O)N1CCN(c2ccccc2)CC1,-24,-6,6,-5,-12,3,1,6,0.8
CCc1cc2c(=O)c(-c3nc(C)cs3)c(CCCC(=O)O)oc2cc1O,-11,-9,-7,-13,0,-5,0,5,0.2
Cc1cc2occ(CC(=O)N(C)CC(=O)Nc3ccccc3C(F)(F)F)c2cc1C,-32,-4,-4,-2,-5,9,3,2,4.0
CCOC(=O)c1cc(S(=O)(=O)NCC2CCN(Cc3cccc(C)c3)CC2)cn1C,-18,-6,-11,10,-4,-5,-1,-12,-0.1
OCCCc1nc2ccccc2n1CCOc1ccccc1,-6,-1,-9,-1,-9,-8,1,2,1.0
Clc1ccc2[nH]cc(-c3nnnn3-c3ccc4ccccc4c3)c2c1,57*,-3,-23,19,-3,21,2,-5,1.4
CCOC(=O)c1oc2nc3c(cc2c1N)CCCC3,-6,-1,3,16,-8,2,0,-8,0.8
CCOc1ccc(N(C(=O)Cn2nnc3ccccc32)C(C(=O)NC(C)(C)CC)c2cccn2C)cc1 (stereo not drawn),-21,-4,-16,-6,-4,4,0,6,-0.4
Cc1nn(Cc2ccccc2)c(Cl)c1/C=C1\NC(=S)NC1=O,-6,-1,3,4,-8,-6,1,5,0.3
C[C@H]1CN([C@@H](C)CO)C(=O)c2cccc(NS(=O)(=O)c3ccc(F)cc3)c2O[C@H]1CN(C)Cc1ccc(Cl)c(Cl)c1,-20,12,-5,-23,-4,-5,10,23,0.4
CN(C)CCn1c2c(c(SCC(=O)Nc3ccc4c(c3)OCCO4)nc1=O)CCC2,-21,-7,-10,0,8,1,1,0,-0.2
C=CCSc1nnc(N2C(=O)C(O)=C(C(=O)c3ccco3)C2c2ccccc2F)s1 (stereo not drawn),3,2,-2,-3,-4,8,4,6,3.6
O=C(COc1cccc2c1CCN(Cc1ccccc1)C2=O)NCc1ccco1,-25,-6,-6,-9,-6,-13,5,3,2.2
COc1ccc(CCN2C(=O)C3C4CC(C5C(C(N)=O)=NOC45)C3C2=O)cc1OC (stereo not drawn),1,-2,0,-9,-16,-10,1,6,0.0
O=C(/C=C/c1ccccc1[N+](=O)[O-])NCCN1C(=O)S/C(=C\c2ccc(F)cc2)C1=O,-6,1,0,-12,-10,-14,2,12,1.7
CCOC(=O)NNS(=O)(=O)c1cc(Br)ccc1Br,-5,-7,-5,-5,4,-1,1,5,0.0
NC(=S)Nc1ccc(S(=O)(=O)c2ccc(NC(N)=S)cc2)cc1,8,-5,-5,8,-3,2,1,-3,0.6
Cc1ccc(N(CCC#N)C(=O)CSc2nnc3ccccn23)cc1,6,-5,2,-6,-8,-12,0,6,-0.4
CCc1ccc(NC(=O)COC(=O)/C=C/c2ccco2)cc1,-12,-1,0,-19,5,1,0,9,0.0
c1ccc(CNc2cncnc2)cc1,5,0,2,-9,-2,-7,0,8,0.3
CCN=C1SC(C(=O)Nc2ccccc2)CC(=O)N1CC (stereo not drawn),2,-3,-17,20,-9,20,30,-10,6.8
CC1(C)Cc2c(sc(/N=C/N3CCCCC3)c2C#N)C(C)(C)N1,2,-3,-3,-16,-23,-8,1,-1,7.5
Cc1ccc(OCC(=O)c2c[nH]c3ccccc23)c([N+](=O)[O-])n1,-7,-3,-8,-10,-20,-10,3,7,0.7
Cc1noc(C)c1C(=O)OC(C)C(=O)Nc1ccc(C(N)=O)cc1 (stereo not drawn),-6,-2,-4,0,1,7,0,-8,0.4
Cc1ccc(NS(=O)(=O)c2ccc3c(c2)CCC(=O)N3)cc1C,10,0&1,-7,-6&-7,-14&-11,3&7,6&4,1&11,4.0&2.1
COc1ccc(CCNC(=O)CSc2nc(C)cs2)cc1,-8,-6,7,-7,6,11,1,2,-0.1
COc1cc(/C=N/NC(=O)c2ccc(CN3C(=O)c4cccc5cccc3c45)cc2)cc(OC)c1O,3,13,-26,-1,6,9,3,6,15*
c1ccc(COc2ccc(OCCCCN3CCCCC3)cc2)cc1,3,-3,-19,35*,-2,-2,10,-26,3.3
Cc1noc(C)c1CSCC(=O)N(C)CC(=O)Nc1ccc(Cl)cc1,-8,-3,-5,-3,-8,-6,3,3,4.0
COc1ccc(NC(=O)CSc2nnc(CNC(=O)COc3ccc(Cl)cc3)o2)cc1,-10,-8,-3,-6,-20,1,4,7,3.3
COc1cccc(OCc2cc(/C=N/n3cncn3)ccc2OC)c1,-19,-3,-4,2,-17,-6,11,0,3.6
CC(=O)c1cccc(S(=O)(=O)Nc2cccc(S(=O)(=O)NC3=NCCC3)c2)c1,-1,-5,0,5,3,-1,0,2,0.0

# Quoted at random: 2 entries already listed.
SMILES,CHO parental Ca,CHRM1 agonist,OXTR potentiator,M1 antag,CHO-K1 Ca antag,M4 antag,M4 ag,CHRM1 PAM,CHO-K1 Ca ag
CC(=O)N1CCN(S(=O)(=O)c2cccc(C(=O)NC3CC3)c2)CC1,-7,0,-1,-11,-8,-8,1,15,1.6
O=C(CC1C(=O)NCCN1Cc1ccc(F)cc1)NCCCn1cccn1 (stereo not drawn),-2,-3,2,2,2,-5,0,-4,-0.1

# Additional records follow:
SMILES,CHO parental Ca,CHRM1 agonist,OXTR potentiator,M1 antag,CHO-K1 Ca antag,M4 antag,M4 ag,CHRM1 PAM,CHO-K1 Ca ag
CCOc1ccc(Br)cc1S(=O)(=O)Nc1ccc(C(=O)OCC(=O)Nc2ccc(C#N)cc2)cc1,12,1,-1,1,-10,5,6,11,1.1
CCOC(=O)N1CCN(C(=O)c2ccc3c(=O)n(Cc4ccccc4)c(=S)[nH]c3c2)CC1,-10,-5,-7,-21,-13,-2,0,2,1.1
Fc1ccc(-c2[nH]ncc2-c2nnnn2-c2ccccc2)c(F)c1,-7,0,-10,20,7,15,1,-2,0.1
COc1ccc2c(CN3CCCCC3)cc(=O)oc2c1,.,-10,.,-2,11,-4,0,6,-0.1
CCN1CCN(C(=S)Nc2cccc([N+](=O)[O-])c2)CC1,-12,-4,1,0,-17,18,4,-2,1.1
CCOc1ccc(C2=CS/C(=C(\C#N)c3nnc4n3CCCCC4)N2CC)cc1,-19,-4,-4,7,7,9,6,3,3.7
CCc1nnc(SCC(=O)Nc2ccc3ccccc3c2)n1N,-18,-4,-2,-2,-8,10,1,10,0.5
O=C(COc1ncnc2ccccc12)NCCc1ccccc1,-5,-3,-15,-3,-10,1,1,4,0.6
O=C(c1cc(C2CC2)nn1-c1ccccc1)N1CCN(S(=O)(=O)c2ccccc2)CC1,.,-8,.,15,-9,5,1,-18,0.6
O=C(c1cc2cc(F)ccc2[nH]1)N1CCN(c2ccc(F)cc2)CC1,-9,-2,-13,-6,-12,1,0,10,0.0
CC(Oc1ccc(C(C)(C)C)cc1)c1ccnc2nc(/N=C/N(C)C)nn12 (stereo not drawn),-19,-8,-7,54*,-2,44*,0,-21,1.6
Nc1cc(=O)[nH]c(SCC(=O)NNC(=O)Cc2ccccc2)n1,-8,-8,-4,-8,-11,0,0,5,0.6
COc1cc(/C=C/CO)ccc1O[C@@H]1O[C@H](CO)[C@@H](O)[C@H](O)[C@H]1O,5,-2,4,-6,-6,1,1,6,-0.3
Cc1ccccc1NC(=O)COC(=O)c1cc(S(=O)(=O)N2CCOCC2)ccc1C,-13,-4,-5,11,-1,1,6,-5,2.4
COC(=O)c1cc(S(=O)(=O)Nc2cccc(-c3cnco3)c2)oc1C,4,-3,-6,1,-8,7,5,1,3.3
Cn1cnnc1SCc1nnc(-c2ccccc2Br)o1,-7,-1,-6,1,-9,-12,0,1,-0.2
COc1ccc(NC(=O)c2cc(-c3cc(Cl)ccc3C)n[nH]2)cn1,.,-1,.,-13,-1,-7,7,1,3.2
Cn1c(Cc2ccccc2)nnc1SCC(=O)N1CCN(c2ccccc2)CC1,-21,-6,6,-16,-3,6,2,-5,0.0
Cc1nc(-c2ccc(S(=O)(=O)Nc3cc(F)ccc3F)cc2)co1,10,-3,-3,-15,-1,-2,0,7,0.5
Cn1c(-c2ccccc2)cc(=NNS(C)(=O)=O)c2cc(S(=O)(=O)O)ccc21,.,-3,.,-14,-8,11,0,5,0.2
O=C(Nc1ccc(-c2nc3ccccc3[nH]2)cc1)c1ccccc1NS(=O)(=O)c1ccc(F)cc1,-7,-4,-4,19,5,5,8,-13,5.5
O=c1nc(-c2ccccc2)c2cc(Cl)ccc2[nH]1,-16,3,-3,-21,-10,-13,2,19,0.6
O=C(NCc1ccc2c(c1)OCO2)c1cccc(C(=O)NCc2ccc3c(c2)OCO3)c1,-1,-1,-14,9,9,3,11,-3,3.0
O=C(O)CNS(=O)(=O)c1ccc(C2CCCCC2)cc1,6,-2,0,20,17,11,13,-11,4.0
CCCNC(=O)Nc1ccccc1C(=O)Nc1ccc(OC)cc1,-1,-2,-3,13,10,5,1,-6,-0.3
COc1ccc(N2CCN(C(=O)c3ccc4c(=O)n5c(nc4c3)CCCCC5)CC2)cc1,-20,-8,4,-1,-9,-10,1,2,0.0
COc1ccc2nc(NC(=O)CSc3nnc(C)s3)sc2c1,-3,0,10*,-17,-26,-3,2,10,0.9
CCc1cc2c(SCC(=O)Nc3ccc(Cl)cn3)ncnc2s1,.,-6,.,-8,-3,6,0,8,-0.1
Nc1nonc1-n1nnc(C(=O)N/N=C/c2ccc3c(c2)OCO3)c1CSc1ccccc1,6,-3,-22,-10,-9,2,2,6,0.2
COC(=O)N(C)C[C@H]1OCc2cnnn2CCCC(=O)N([C@H](C)CO)C[C@H]1C,.,0,.,-11,-13,3,1,3,0.3
CCOC(=O)c1cnc(Nc2nc3ccccc3o2)nc1C,-2,0,0,-4,-15,-1,2,4,0.2
O=CN1CCN(C=O)C(O)C1O (stereo not drawn),.,-2,.,-11,4,6,1,6,0.9
